LDHA block = inhibitors of human lactate dehydrogenase A | P00338 | purified LDHA, NADH/diaphorase-resazurin fluorescence; active compounds read low | activity change, % (values are at about 110 or 230 µM) | 0.15% of 480,000 active; in the data active = activity change below about -30%; inconclusive = mostly about -25% to -30%;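 note: plate controls were DMSO wells for no effect and wells without enzyme for full effect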
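Resorufin fluorescence (ex540/em590), read at 0 and 20 min after diaphorase/resazurin addition, reports the NADH left after a 5 min room-temperature reaction of 2 nM human LDH5 with 0.06 mM NADH and 0.2 mM pyruvate.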
Vif-APOBEC3F blk = Vif-A3F binding inhibition | HeLa A3F-eYFP + Vif (tagged APOBEC3F with the HIV-1 protein that degrades it), YFP fluorescence increase | Potency, µM (series often up to 46.1 µM), inactives show top-dose activity, negative = active | 0.2% of 390,000 active | AID 602313; note: potency is the fitted concentration of half-maximal effect; % of control where 0% means no effect; nearly all actives have a fitted effect of over 65% in size
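Fluorescence increase (Ex 488/Em 500-530) after overnight compound treatment at 37 deg C flags inhibition of Vif-driven A3F-eYFP loss in stable HeLa A3F-eYFP/Vif cells seeded overnight beforehand.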
Glioma ERSR ind = induces the endoplasmic reticulum stress response in human glioma cells | U87-MG GRP78 promoter luciferase reporter, 16 h | Potency, µM, for the others: at the highest dose activation, most hits filed as activators | 0.02% of 420,000 active; note: potency is the fitted concentration of half-maximal effect; series mostly up to about 76 µM; % of control where 0% means no effect; nearly all actives have a fitted effect of over 35% in size
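Stably transfected U87-MG glioma cells carrying a GRP78-based luciferase sensor; 16 h compound incubation. Luminescence end-point read 10 min after Bright-Glo addition at room temperature.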
RGS4 inhibitor = human RGS4 inhibition; P49798; Transcreener GDP fluorescence polarization, RGS4-accelerated GTP hydrolysis; Potency, µM (doses to about 114 µM), without a hit: top-dose activity change, negative = inhibition, hits mostly inhibitors; 0.039% of 390,000 active; note: potency is the fitted concentration of half-maximal effect; % is set by controls: 0 for no effect and ±100 for the full control effect; nearly all actives have a fitted effect of over 75% in size; some results filed as inactive show a strong effect at the top dose
Target sequence (P49798 whole entry, looked up): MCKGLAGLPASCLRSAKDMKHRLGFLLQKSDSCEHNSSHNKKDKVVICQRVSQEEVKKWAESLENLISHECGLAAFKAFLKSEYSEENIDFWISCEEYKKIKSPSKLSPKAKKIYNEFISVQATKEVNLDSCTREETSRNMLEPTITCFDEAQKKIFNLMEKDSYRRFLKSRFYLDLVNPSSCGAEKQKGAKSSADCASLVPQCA
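MLSMR compounds (23 nl, pin-transferred) preincubated 10 min at room temperature with a 500nM (2x) first reagent, then RGS4 at 900nM (2x) plus Transcreener GDP mix added; fluorescence polarization (620/688 nm) read before and after 90 min at 30 °C.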
ALOX12 inh = inhibitors of human 12S-lipoxygenase ALOX12. Potency, µM (series often up to 108 µM), for inactives: top-dose activity change, negative = inhibition, most hits filed as inhibitors. 1.1% of 580,000 active. purified 12hLO, xylenol orange hydroperoxide absorbance; note: potency is the fitted concentration of half-maximal effect; % is set by controls: 0 for no effect and ±100 for the full control effect
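Purified human 12hLO (150 nM final) in 25 mM Hepes, 0.01% Triton X-100, pH 7.0 was preincubated 15 min at room temperature with compound. Then 40 uM arachidonic acid was added, 30 min. Hydroperoxide was read by Fe-XO absorbance ratio 573/405 nm.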
Vif-APOBEC3G blk = Vif-A3G binding inhibition. Q9HC16. HeLa A3G-eYFP + Vif (tagged APOBEC3G with the HIV-1 protein that degrades it), YFP fluorescence, overnight. Potency, µM (highest dose often 46.1 µM), for the others: top-dose activity, negative = active, actives largely listed as inhibitors. 0.076% of 410,000 active;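 note: potency is the fitted concentration of half-maximal effect; % is set by controls: 0 for no effect and ±100 for the full control effect; nearly all actives have a fitted effect of over 60% in size; hits raise eYFP signal because A3G escapes Vif-driven loss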
Target sequence (Q9HC16 whole entry, looked up): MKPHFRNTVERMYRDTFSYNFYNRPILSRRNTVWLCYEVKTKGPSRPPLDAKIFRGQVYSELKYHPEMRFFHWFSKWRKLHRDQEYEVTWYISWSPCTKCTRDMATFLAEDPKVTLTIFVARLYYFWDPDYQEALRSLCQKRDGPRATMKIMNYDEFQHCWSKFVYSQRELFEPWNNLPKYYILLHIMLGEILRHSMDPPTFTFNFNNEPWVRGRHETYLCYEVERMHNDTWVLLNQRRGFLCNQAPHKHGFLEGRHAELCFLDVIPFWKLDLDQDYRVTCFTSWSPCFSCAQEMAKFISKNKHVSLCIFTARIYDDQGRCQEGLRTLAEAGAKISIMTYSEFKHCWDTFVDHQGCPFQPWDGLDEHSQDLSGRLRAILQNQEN
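Read-out is eYFP fluorescence (Ex 488/Em 500-530) from Vif-expressing HeLa A3G-eYFP cells; more signal means A3G escaped Vif-mediated degradation. Cells plated overnight, compound pinned in, incubated overnight at 37 deg C.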
D2 agonist = D2 dopamine receptor (human) agonism; P14416; HEK293 T-REx D2 cells, calcium flux agonist mode; activation, % at 2 µM; 0.53% of 340,000 active; AID 485358;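 active = activation over 3 SD above normal in the single-dose calcium agonist read, cut at about 30% in these data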; note: 0% is about no effect
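Agonism is scored from calcium flux in a force-coupled, inducible HEK293 cell line expressing D2, read kinetically for 180 s after compound addition against dopamine controls.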
ERG-DNA inh = blocks human ERG Ets domain binding to DNA; 0.028% of 370,000 active; Potency, µM (top dose mostly 76.9 µM), for the others: at the highest dose FP activity, negative = inhibition, actives largely listed as inhibitors; fluorescence polarization, His-ERG Ets domain / labelled DNA; active = well fitted inhibition curve with a large enough effect in the polarisation, with a control signal flat; inconclusive = small, poorly fitted or top-dose-only effect, or effect the other way, or a change in a side signal; inactive = no such curve, though single readings can be large or run the other way; the % refers to the polarisation;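 note: polarization taken with two DNA probes labelled with fluorescein and Texas red; potency is the fitted concentration of half-maximal effect; % of control where 0% means no effect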
Target sequence (P11308 whole entry, looked up, the tested form may be a part): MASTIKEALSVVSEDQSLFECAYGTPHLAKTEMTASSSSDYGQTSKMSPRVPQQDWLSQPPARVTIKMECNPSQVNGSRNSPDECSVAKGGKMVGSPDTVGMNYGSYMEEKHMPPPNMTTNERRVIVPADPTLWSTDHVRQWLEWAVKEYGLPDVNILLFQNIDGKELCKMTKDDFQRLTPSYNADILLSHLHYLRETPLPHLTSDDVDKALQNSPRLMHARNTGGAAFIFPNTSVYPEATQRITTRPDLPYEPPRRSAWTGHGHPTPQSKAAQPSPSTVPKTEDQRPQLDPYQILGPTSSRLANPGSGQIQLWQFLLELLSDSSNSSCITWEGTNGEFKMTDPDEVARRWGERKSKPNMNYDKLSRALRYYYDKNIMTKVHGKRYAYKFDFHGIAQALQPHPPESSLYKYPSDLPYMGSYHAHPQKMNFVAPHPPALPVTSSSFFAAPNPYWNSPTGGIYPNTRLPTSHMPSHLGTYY
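His-tagged ERG Ets domain (1 uM in the protein solution; 300mM KCl, 50mM Tris-HCl, 1mM EDTA, 1mM DTT, pH 7.5) received compound, then a probe mix of 5 nM fluorescein-DNA and 100nM Texas-615-DNA. Fluorescence polarization was read for both dyes.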
D2 antag = antagonists of human D2 dopamine receptor; P14416; HEK293 TREx D2 cells, calcium flux, dopamine EC80; inhibition, % at 10 µM; 2% of 340,000 active; in the data active = inhibition above about 30%; note: 0% is about no effect
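Calcium flux kinetic readout in an inducible HEK293 TREx D2 line plated overnight at 30 C. After 180 s compound exposure, an EC80 dopamine challenge follows with another 180 s kinetic read to detect antagonism.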
* marks the source's active call; other numbers are inactive results; ? = inconclusive; . = not tested or not shown; [ ] = another dose, or the depositor's remark. Unless noted, calls come from the whole dose curve; as a rule, active = well fitted curve in the direction sought with a large enough effect; inconclusive = small, poorly fitted or top-dose-only effect, or another doubt; inactive = no such curve, though single readings can be large; an effect the other way counts as inactive or inconclusive. A portion of the library; count on the stated rates, not on these rows.

compound | D2 agonist | Vif-APOBEC3G blk | LDHA block | Glioma ERSR ind | ERG-DNA inh | ALOX12 inh | RGS4 inhibitor | D2 antag | Vif-APOBEC3F blk
O=S(=O)(c1ccc(F)cc1)N1CCN(c2ccc(F)cc2)CC1 | -0.3 | 12% | -3 | -2% | 10% | -2% | 21% | -7 | 0%
Cc1c(Cl)ccc(S(=O)(=O)N2CCN=C2c2ccccc2)c1Cl | 0.2 | -1% | -5 | -4% | -2% | -17% | 32% | -9 | 2%
COc1ccccc1NC(=O)CCc1nnc2ccc(N3CCN(C)CC3)nn12 | 0.4 | 3% | -2 | -5% | 17% | 18% | 12% | -3 | -1%
C=CCN(c1ccccc1)S(=O)(=O)c1cccc(C(=O)Nc2cccc(C)n2)c1 | 0.0 | -3% | 1 | -5% | 3% | -13% | -22% | 1 | -11%
CCc1cccc(NS(=O)(=O)c2ccc3c(c2)NC(=O)CO3)c1 | -0.5 | 4% | -4 | -4% | 1% | -19% | 8% | -8 | 1%
O=C(CSc1nnc(COc2ccccc2)n1-c1ccccc1)c1ccccc1 | 0.4 | -4% | -2 | 0% | 3% | -27% | -12% | -9 | -2%
CC1CCc2cc(F)ccc2N1C(=O)C12CCC(C)(C(=O)O1)C2(C)C (stereo not drawn) | 0.0 | -3% | -6 | -3% | 18% | 0% | 14% | 32* | -11%
COc1ccc(S(=O)(=O)N2CCCC(C(=O)N3CCN(C)CC3)C2)cc1Cl (stereo not drawn) | -0.8 | 0% | -3 | -5% | 16% | -4% | 10% | -15 | -16%
Cc1cc2c(cc1S(=O)(=O)N1CCN(c3ccc(Cl)cc3)CC1)OCCN2C | -0.5 | 3% | -5 | -5% | 4% | 50%[activator] | -28% | 0 | 1%
COc1cccc(OC)c1C(=O)Nc1ccc2c(c1)N(C(C)=O)CCC2 | 7.1 | -4% | -3 | 0% | 2% | -9% | -18% | . | -4%
COc1ccc(-c2cnc(C)o2)cc1S(=O)(=O)Nc1c(C)cc(C)cc1C | . | 3% | -5 | -1% | -1% | ? | 24% | . | 1%
N#CC(c1nc2ccccc2nc1N1CCOCC1)S(=O)(=O)c1ccccc1 (stereo not drawn) | -0.3 | 1% | -9 | 0% | ? | ? | 3% | -5 | 2%
Cc1ccc2c(COC(=O)c3ccccc3OC(F)F)cc(=O)oc2c1 | 0.2 | 1% | 2 | -3% | -7% | 18% | -16% | -6 | 1%
CCOc1ccc(NC(=O)N(C)CCc2c(C)nn(C)c2C)cc1 | 4.9 | 4% | 4 | -2% | 2% | -26% | 3% | . | -4%
NC(=O)c1cccnc1Oc1ccc(Cl)cc1 | -1.9 | -1% | -5 | 0% | 2% | 0% | 3% | 6 | 0%
O=c1[nH]c(C2CCN(S(=O)(=O)c3ccc(C(F)(F)F)cc3)CC2)nc2c1nnn2Cc1ccccc1 | -0.4 | -6% | -4 | -7% | -2% | 0% | -1% | -1 | 3%
Nc1nnc(N2CCc3ccccc32)s1 | -2.1 | 0% | -2 | 6% | 17% | 26%[57.4 µM] | -8% | -4 | 0%
O=C(CNC(=O)c1ccc(Br)cc1)NC1CC1 | . | 2% | -3 | -2% | 12% | 1% | -29% | . | -8%
O=C(O)CSC1CC(=O)N(c2cccc(Cl)c2)C1=O (stereo not drawn) | 0.9 | 0% | -8 | -4% | -8% | -1% | -8% | 2 | 0%
CC(C)CCNCC1OCc2ccccc2CO1 | -0.3 | 1% | -3 | -2% | 3% | 20% | 12% | 0 | -5%
Cc1ccc(NC(=O)Nc2ccc3c(c2)C(=O)OC3)cc1Cl | 0.7 | 2% | -7 | 1% | 1% | 0% | 4% | -11 | -2%
Cc1ccccc1C(=O)N1CCN(c2ccc(NC(=O)c3ccccc3[N+](=O)[O-])cc2)CC1 | -0.7 | -22% | -7 | -5% | -6% | -17% | 11% | -8 | 8%
O=[N+]([O-])c1ccc2[nH]c(O)c(N=NC3CS(=O)(=O)CC3O)c2c1 (stereo not drawn) | 0.7 | 4% | -8 | 6% | -1% | 0% | 1% | 0 | -12%
O=C1C=C(c2ccc(F)cc2OCc2ccccc2)C[C@@H](c2ccc(Cl)cc2)C1 | -0.1 | 0% | -3 | -2% | 12% | -22% | 19% | -13 | -1%
CCn1cc(CN2CCC(C(=O)Nc3ccc(Oc4ccccc4F)cc3)CC2)cn1 | . | 2% | -6 | -6% | . | ? | . | . | -13%
Cc1cccn2cc(CCNC(=O)c3ccco3)nc12 | 1.2 | 1% | 1 | -2% | -5% | 32% | -13% | 0 | 3%
O=C(Nc1cccnc1N1CCOCC1)c1cccs1 | -0.3 | -1% | -2 | -5% | -13% | 6% | -6% | -49 | -1%
CCc1cc2c(=O)c(-c3ccc(F)cc3)c(C)oc2cc1OCC(=O)O | -2.9 | -6% | -4 | 0% | -1% | ? | -8% | -4 | 5%
Cc1ccc(C(=O)OCC(=O)NCc2ccco2)cc1 | 0.0 | -4% | -6 | -6% | 5% | 0% | 9% | -9 | -12%
N/C(=N\OC(=O)COc1ccccc1)c1cccnc1 | 0.1 | -3% | -1 | -2% | 9% | -4% | -3% | -11 | -4%
O=C(O)CCCCCCCCCCCNC(=O)NC12CC3CC(CC(C3)C1)C2 | -1.0 | 0% | -16 | -1% | -1% | 8% | -7% | -6 | 4%
Cc1noc(-c2ccccc2OCC(=O)Nc2cccc([N+](=O)[O-])c2)n1 | -1.3 | 5% | -1 | -1% | 1% | -22% | -53% | . | -5%
O=C(NCc1ccco1)C1Cc2c(-c3cccc(F)c3)ccnc2O1 (stereo not drawn) | . | ? | -1 | -4% | . | 3% | . | . | .
COc1ccc(NC(=O)c2oc3ccc(S(=O)(=O)N4CCC5(CC4)OCCO5)cc3c2C)cc1Cl | -0.6 | 3% | -12 | -2% | -2% | -17% | 19% | . | -5%
CCN(CC)c1ccc(C(=O)N2CCN(Cc3ccccc3)CC2)cc1 | 1.9 | 1% | 1 | 3% | 8% | -14% | -4% | 7 | -1%
COc1cccc(NC(=O)CSc2ccc(-c3ccco3)nn2)c1 | -0.7 | 2% | 3 | 3% | 8% | ? | -30% | -2 | 4%
COc1ccc(OC)c(-c2csc(NC(=O)CSc3ccccc3)n2)c1 | 0.3 | 0% | -1 | -2% | 0% | ? | 1% | -12 | -3%
Cc1c(-n2cc(C(=O)O)c(=O)c3cc(F)c(N4CCCC4)c(F)c32)c(=O)n(-c2ccccc2)n1C | 0.0 | 0% | 6 | -4% | -13% | ? | -3% | 1 | -2%
CC1(C)Oc2ccc(C(=O)Nc3ccccc3)cc2N(CC#N)C1=O | 0.9 | 1% | 1 | 0% | 2% | -9% | -6% | -7 | -1%
Cc1cc(C)c2c(CC(=O)N3CCN(c4cccc(Cl)c4)CC3)coc2c1 | 2.0 | 0% | 5 | -4% | -10% | -23% | -20% | . | -2%
CCCSc1nc(N2CCCC2)c2c(c1C#N)CC(C)(C)OC2 | -0.9 | -1% | -2 | -1% | 3% | 0% | 23% | -19 | 2%
CCN(C[C@H]1N[C@@](CC)(C(=O)OC)[C@H]2C(=O)N(Cc3ccccc3)C(=O)[C@@H]12)C(=O)Nc1ccc(C(F)(F)F)cc1 | . | 6% | -6 | -1% | -1% | 27% | 16% | . | -1%
CCOc1ccc2ccccc2c1CNc1nnnn1C | . | -10% | -11 | -3% | -2% | -1% | 12% | . | 2%
CCCc1cc(=O)oc2cc(OCC(=O)NCCCn3ccnc3)ccc12 | 0.9 | 1% | -1 | 1% | -1% | -18% | -4% | 3 | -8%
CC(=O)C1=C(O)C(=O)N(Cc2ccco2)C1c1cccc(F)c1 (stereo not drawn) | -0.5 | 5% | -1 | 2% | -7% | -6% | -7% | 20 | 3%
CCOc1ccc(C2C(C(=O)Nc3ccccc3OC)=C(C)Nc3c(C(=O)Nc4cccc(C)c4)cnn32)cc1 (stereo not drawn) | 0.9 | -5% | -3 | -2% | -6% | ? | 4% | . | 1%
Cc1cc2c(cc1S(=O)(=O)Nc1ccc(F)cc1)n(C)c(=O)c(=O)n2C | 0.6 | -38% | -4 | -5% | 86%[activator] | 17% | -4% | -3 | 10%
Cc1cc(NC(=O)NCc2ccco2)ccc1NC(=O)NCc1ccco1 | . | -3% | -4 | 6% | 3% | -26% | 8% | . | -4%
O=C1CC(c2ccco2)CC(O)=C1C=NCCN1CCN(C(=S)Nc2ccccc2)CC1 (stereo not drawn) | -0.2 | 0% | -3 | -6% | -5% | 33%[activator] | -16% | 12 | 0%
CCOc1ccc(CCNC(=O)c2cc(C)on2)cc1OCC | -1.4 | 2% | -9 | -2% | -7% | 46%[activator] | 20% | -5 | 1%
COc1ccc(Cc2nnc(SCC(=O)Nc3ccc(C)cc3)n(N)c2=O)cc1 | -0.5 | 2% | -4 | 0% | -4% | -15% | -1% | 8 | -3%
CN(C)S(=O)(=O)c1ccc(Cl)c(C(=O)OCC(=O)NC(=O)c2cccn2C)c1 | -0.3 | -1% | 7 | -4% | -2% | -34% | 4% | -24 | -8%
C=CCN1C(=O)c2ccc(C(=O)NCC(c3ccccc3)N(C)C)cc2C1=O (stereo not drawn) | . | 0% | -4 | -6% | 3% | -1% | 5% | . | -5%
Cc1ccc(C)c(C(=O)CCC(=O)NNC(=O)c2cccs2)c1 | . | -1% | -3 | -3% | 14% | 432%[activator] | -19% | . | 2%
Cc1cc(C)cc(OCc2nnc(SCC(=O)Nc3ccccc3)o2)c1 | 0.6 | -4% | -9 | -5% | -5% | -24% | -6% | 11 | -3%
CCOc1ccc(CCNC(=O)CCCn2c(=O)c3cccn3c3cccnc32)cc1 | -0.4 | -2% | -2 | -2% | -5% | -10% | 9% | . | -10%

Screens deposited in PubChem BioAssay by National Center for Advancing Translational Sciences (NCATS).
